GALR2 blocker: GALR2 (human) receptor antagonism | GALR2-expressing cells, antagonist mode | O43603 | inhibition, % at 4 µM | 140,000 tested, 0.39% active; in the data active = inhibition above about 27%;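 note: cells stimulated with galanin 1-16 at roughly its EC80; 0% = agonist challenge control and 100% = basal control without agonist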
Target sequence (O43603 whole entry, looked up): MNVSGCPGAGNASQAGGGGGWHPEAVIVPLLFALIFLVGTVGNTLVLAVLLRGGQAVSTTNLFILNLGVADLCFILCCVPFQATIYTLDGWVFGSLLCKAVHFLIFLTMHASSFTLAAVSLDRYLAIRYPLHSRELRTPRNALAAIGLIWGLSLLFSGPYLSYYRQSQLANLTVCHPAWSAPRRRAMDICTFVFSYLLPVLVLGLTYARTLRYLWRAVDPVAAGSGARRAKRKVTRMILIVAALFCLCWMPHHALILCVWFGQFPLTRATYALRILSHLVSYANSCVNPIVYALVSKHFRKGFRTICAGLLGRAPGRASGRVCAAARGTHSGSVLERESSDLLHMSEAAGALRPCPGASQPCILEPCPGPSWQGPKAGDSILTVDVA
MRP1 act: activates MRP-1; H69AR cells + doxorubicin, viability rescue, CellTiter-Glo; viability increase, % at 10 µM; 140,000 tested, 0.61% active; AID 799;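 active = viability gain under doxorubicin at or above a set limit, the compound median plus 3 SD, cut at about 4.7% in these data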;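 note: MRP-1 overexpressing cells given doxorubicin 25 µM after compound pretreatment; 18-22 h compound pretreatment then 72 h with doxorubicin before readout; 0% = doxorubicin-only wells and 100% = vehicle-treated cells without doxorubicin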
Measles CPE: protection of cells from measles virus | Measles virus-infected cells, CPE protection, absorbance | 140,000 tested, 1.5% active | protection (pct of control), % at 4 µM; in the data active = protection mostly above about 24%, no sharp cut-off; inactive = mostly below about 26%; note: some compounds called inactive have numbers as strong as hits
Yeast growth inh: yeast BB579 growth reduction in restrictive medium; 140,000 tested, 0.51% active; S. cerevisiae BB579 growth, OD615, 48 h; inhibition, % at 10 µM; AID 804;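 active = inhibition above a set limit, 3 SD over the mean compound inhibition, cut at about 44% in these data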; note: inactives centre near -24
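test system = yeast BB579 (DeaD) | buffer or medium = restrictive CSMM-D medium | doses = single compound dose of 10 µM, 0.25% DMSO final | times = 4 h preincubation and 48 h exposure at 30 °C | technique = culture absorbance at 615 nm | benchmarks = amphotericin B 10 µg/mL, positive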
NPY-Y2 antag: blocks the human neuropeptide Y Y2 receptor; P49146; NPY-Y2 expressing cells, antagonist mode; inhibition, % at 2.7 µM; 140,000 tested, 0.99% active; in the data active = inhibition above about 17%;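 note: 0% = vehicle with agonist challenge and 100% = reference antagonist with challenge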
Target sequence (P49146 whole entry, looked up): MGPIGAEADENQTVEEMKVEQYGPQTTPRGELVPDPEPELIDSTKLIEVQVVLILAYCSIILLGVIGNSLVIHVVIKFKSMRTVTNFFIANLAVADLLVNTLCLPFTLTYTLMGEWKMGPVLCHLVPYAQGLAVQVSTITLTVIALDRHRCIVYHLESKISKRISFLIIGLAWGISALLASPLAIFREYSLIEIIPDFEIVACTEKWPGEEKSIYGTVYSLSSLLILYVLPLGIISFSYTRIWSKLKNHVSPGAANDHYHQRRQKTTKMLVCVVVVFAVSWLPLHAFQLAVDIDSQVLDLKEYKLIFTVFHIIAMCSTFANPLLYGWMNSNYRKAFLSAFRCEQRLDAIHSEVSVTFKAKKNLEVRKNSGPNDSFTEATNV
Yeast lifespan up: yeast lifespan extension; S. cerevisiae growth with nicotinamide, OD615; deaD strain in restrictive glucose medium; inhibition of the nicotinamide effect, % at 10 µM; 130,000 tested, 0.68% active; AID 775;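 active = inhibition above a set limit, placed 3 SD over the median of all compounds, cut at about 26% in these data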;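 note: 0% = nicotinamide-treated wells and 100% = cells grown without nicotinamide; some compounds called inactive have numbers as strong as hits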
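System: Modified budding yeast, DeaD strain | Buffer or medium: Restrictive glucose medium | Also added: 1.5 mM nicotinamide | Doses: 10 µM single point, 0.25% DMSO | Schedule: 48 h compound exposure at 30 °C, humidified | Detection: Absorbance at 615 nm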
E-sel TNF inh: TNF alpha driven E-selectin expression inhibition | HUVEC TNFa-induced E-selectin immunofluorescence, high content | inhibition, % at 2 µM | 120,000 tested, 0.71% active | AID 1246;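 active = inhibition above the batch mean plus 3 SD, and confirmed as a hit on visual image review, cut at about 43% in these data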;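 note: 0% = TNF-stimulated DMSO wells and 100% = unstimulated control wells; not every result past the cut was called active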
HCT116 bCat-KO: beta-catenin-lacking colon tumor cell growth suppression; HCT116 beta-catenin knockout viability, CellTiter-Glo, 60 h; stronger effect = lower value; viability, % at 10 µM; 140,000 tested, 1.5% active;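 active = viability at or under a set limit, the compound median less 4 SD, cut at about 6% in these data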;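 note: 0% = Hyamine 1622 control at 20 µM and 100% = untreated cell control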
PTEN del growth: suppresses growth of cells with PTEN deletion; HCT116 PTEN-null viability, CellTiter-Glo, 60 h; stronger effect = lower value; viability, % at 10 µM; 140,000 tested, 1.2% active; AID 827;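 active = viability at or below a set limit, 4 SD under the median of all tested compounds, cut at about 3.7% in these data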;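 note: PTEN knockout HCT116 line with beta catenin targeted HCT116 as companion control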
Phagocytosis inh: macrophage phagocytosis inhibition; J774A.1 macrophage IgG-bead phagocytosis, imaging; inhibition, % at 5 µM; 110,000 tested, 0.07% active;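 active = inhibition above the mean of the plate negative controls plus 5 SD, cut at about 13% in these data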;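 note: phagocytic index as fraction of beads internalized from green versus red external bead signal; plate controls were DMSO negative control for no effect and cytochalasin-D positive control for full effect; some results beyond the cut were filed as inactive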
* hit, by the source's call; · = not tested or not shown.

Values run as follows: GALR2 blocker	MRP1 act	Measles CPE	Yeast growth inh	NPY-Y2 antag	Yeast lifespan up	E-sel TNF inh	HCT116 bCat-KO	PTEN del growth	Phagocytosis inh
CC(C)(C)S(=O)(=O)c1c(C(=O)O)cccc1C(=O)O
→ 5	-0.1	10	-29	-2	-3	42	106	116	·
CCCOc1cc(C)c(S(=O)(=O)NC2CC(C)(C)NC(C)(C)C2)cc1C
→ -6	-4.2	19	1	4	-5	12	75	95	-3
C#CCOC(=O)c1ccccc1C(=O)N(CC)CC
→ 9	-3.2	2	-9	6	-4	4	94	84	-1
CC(C)(C)C(=O)Nc1ccc(C(=O)N/N=C/c2ccccc2OC(=O)c2ccc(Cl)cc2)cc1
→ 12	-3.3	10	-47	5	7	·	13	11	3
N#C/C(=C\c1ccc(Cl)cc1Cl)c1n[nH]c(Cn2cncn2)n1
→ -9	-4.0	2	-15	5	-7	-6	94	99	·
COc1ccnc(NCc2ccc(Cl)cc2)c1C#N
→ 5	-4.2	3	-31	5	-20	30	107	93	-1
CCCc1oc(C(=O)O)cc1CN1CCOCC1
→ 1	1.3	34*	-46	-3	-3	-5	102	86	1
CC(OC(=O)CC(NC(=O)c1ccccc1Cl)c1ccccc1)C(=O)Nc1cccc(Cl)c1Cl (stereo not given)
→ -4	-2.0	9	-24	9	1	·	69	62	-10
CNC(=O)[C@H](C)[C@@H]1C[C@@]1(C)[C@@H](NC(=O)OCc1ccccc1)c1ccccc1
→ 15	-0.5	9	-24	2	6	-29	87	83	·
CC1CCCC(C)N1C(=O)COC(=O)C(Cc1ccccc1)NC(=O)c1cccs1 (stereo not given)
→ 8	-2.2	3	3	0	-2	·	95	103	-8
CC1CCN(c2cc(N3CCOCC3)c(F)cc2[N+](=O)[O-])CC1
→ -8	-3.0	17	-28	1	-5	-25	96	93	·
COC(=O)Cc1ccc(NC(=S)NCCCO)cc1
→ -3	0.7	26	-14	0	-2	-3	98	102	0
CCN=C1SCC(=O)N1c1ccc(OC)cc1
→ 1	0.0	8	20	2	-9	-27	109	110	5
CC(C)CCNC(=O)NC(=O)CSc1nnc2ccccn12
→ 9	0.3	5	-56	-1	-4	·	97	111	0
O=C(NC(=O)N1CCN(c2cccc(Cl)c2)CC1)c1ccccc1
→ 3	-1.9	2	-11	4	-5	-22	92	91	0
COc1ccc(/C=C(\C#N)C(=O)Nc2cc(S(=O)(=O)N3CCOCC3)ccc2N2CCCC2)cc1
→ 22	-2.9	15	-51	3	7	17	95	106	-4
COc1ccc(-c2nc3ccccc3n2Cc2ccccc2)cc1
→ -4	-1.5	9	-100	7	-4	-36	76	77	0
COC(=O)CN(c1ccc(C)cc1)S(=O)(=O)c1ccc2c(c1)n(C)c(=O)c(=O)n2C
→ -3	-1.9	5	-11	6	-8	-4	94	94	·
O=C(CN1CCN(S(=O)(=O)c2ccc(Cl)cc2)CC1)Nc1ccc2c(c1)OCO2
→ -5	-4.3	25	-53	2	-11	11	25	22	·
Cc1ccc(C(C(=O)NC(C)(C)C)N(C(=O)c2csnn2)c2cccc(F)c2)o1 (stereo not given)
→ 12	-2.8	12	-2	4	-3	8	83	97	0
O=C1N=C(N2CCCC2)S/C1=C\c1ccccc1
→ 16	-2.0	19	-23	1	·	-6	87	86	·
O=C(NCc1cccs1)c1cc(-c2ccccc2)nc2ccccc12
→ 14	-0.6	22	-26	14	-5	·	26	19	-4
COc1ccc(-c2nnc3ccc(SCC(=O)Nc4nccs4)nn23)cc1OC
→ 1	-1.2	11	-5	8	-1	·	80	95	-9
COc1ccc(-c2noc(CSc3nnc(CCc4ccccc4)n3-c3ccccc3)n2)cc1OC
→ -4	-1.7	20	-56	7	-1	7	69	55	2
O=c1[nH]c(SCc2nc3ccccc3c(=O)n2-c2ccccc2C(F)(F)F)nc2ccccc12
→ -2	-4.0	30	-35	2	0	·	79	76	-6
O=S(=O)(Nc1ccc(C(F)(F)F)cc1)c1cnc[nH]1
→ 8	1.9	14	-32	0	-5	-50	86	101	-3
O=C1C(Oc2ccccc2)C(c2cccs2)N1Cc1ccc2c(c1)OCO2 (stereo not given)
→ -2	-1.4	23	-53	7	-26	-14	87	92	1
Cn1c(=O)oc2cc(S(=O)(=O)N3CCC(C(=O)N4CCc5ccccc5C4)CC3)ccc21
→ -7	0.9	6	11	3	-9	·	93	94	0
CCOC(=O)c1c(C)c(C#N)c2c3ccccc3ccn12
→ -1	-0.2	20	-44	0	7	16	104	106	-1
Cc1ccc2ccc(S(=O)(=O)n3nc(C)cc3C)cc2c1
→ 3	-0.3	15	-10	3	3	·	84	86	0
CCCC(=O)N1CCN(c2ccc(NC(=O)c3ccccc3)cc2)CC1
→ -4	-2.8	15	-2	-1	-27	14	85	92	-1
COc1ccc(C(CC(=O)Nc2ccc(C)cc2)NC(=O)C(F)(F)F)cc1 (stereo not given)
→ 4	1.1	13	-32	0	0	·	98	104	-11
COc1ccc(C(=O)N2CCCC(c3nc(-c4ccc(OC)c(OC)c4)no3)C2)c(OC)c1 (stereo not given)
→ 2	-1.4	22	-2	1	-4	11	87	81	0
COC(=O)c1ccccc1SC1CC(=O)N(c2ccccc2)C1=O (stereo not given)
→ -9	-1.5	16	-27	1	-10	1	79	92	-3
O=C(NCCCN1CCOCC1)c1cc(-c2ccc(O)cc2)on1
→ -3	-5.1	28	19	4	-5	·	89	94	0
O=S(=O)(Cc1ccccc1)N1CCC(N2CCN(c3ccccc3)CC2)CC1
→ 6	-1.6	7	-21	2	·	-68	87	87	0
CCOC(=O)CN1N=C(c2ccc(Cl)s2)CSC1=O
→ 6	-0.2	2	-9	2	-4	53	96	112	-6
Cc1nnc(Sc2c(-c3ccccc3)c3ccc(Cl)cc3[nH]c2=O)s1
→ -5	0.3	25	11	0	-14	-10	102	96	·
CCC(C)c1ccc(NC(=S)Nc2ccc(OC)cc2C)cc1 (stereo not given)
→ 7	-4.7	11	26	3	-5	-73	77	72	-3
CC(C)C(=O)N1CCN(c2ccccc2NC(=O)Cc2ccc(Cl)cc2)CC1
→ -15	-0.7	5	-36	20*	1	-3	66	67	0
CCOC(=O)c1sc(-c2ccc(F)cc2)cc1N
→ 6	2.3	9	-36	1	-18	-9	116	103	0
Cc1cccc(OCCCC(=O)O)c1C
→ 0	-0.6	2	-21	9	-7	17	99	96	0
O=C1N/C(=C/c2ccc(N3CCCC3)cc2)C(=O)N1c1ccccc1
→ 16	-4.6	12	-20	0	-4	4	83	85	-3
COC(=O)c1sc2nc(CN3CCN(c4cccc(C(F)(F)F)c4)CC3)[nH]c(=O)c2c1C
→ 8	-0.7	9	-36	5	1	·	94	94	-8
COc1ccc(OCC(=O)Nc2ccc3c(c2)nc(CCN2CCOCC2)n3C)cc1
→ 6	-4.9	6	-53	-3	-8	0	69	75	1
Cc1csc(OCc2ccc(C#N)cc2)n1
→ 11	-1.3	13	-43	5	7	-22	88	83	·
CCN(CC)C(=O)/C(=C\c1cccc([N+](=O)[O-])c1)NC(=O)c1ccco1
→ -1	-0.2	13	-5	1	0	·	92	86	·
c1ccc(Cn2nnc3c(N4CCCC4)ncnc32)cc1
→ -7	-0.5	22	-9	0	-14	·	100	87	0
O=S(=O)(NC1CCCCC1)c1ccc(Cl)s1
→ 16	-0.4	2	31	3	4	-10	98	101	-2
CCCC(=O)Nc1nc2nc(-c3ccccc3)cc(=O)n2[nH]1
→ -4	0.4	3	-49	0	-7	15	109	105	0

More results.
Values run as follows: GALR2 blocker	MRP1 act	Measles CPE	Yeast growth inh	NPY-Y2 antag	Yeast lifespan up	E-sel TNF inh	HCT116 bCat-KO	PTEN del growth	Phagocytosis inh
CN(Cc1ccccc1)C(=O)CC(c1ccccc1)c1cc(Cl)ccc1O (stereo not given)
→ 3	-5.2	3	-11	0	-13	-67	66	57	·
Cn1cccc1Cc1nnc(SCC(N)=O)n1CCc1ccccc1
→ 20	-3.0	14	-26	4	-5	-20	93	82	0
Cc1c(NC(=S)NC(=O)c2cc3ccccc3o2)c(=O)n(-c2ccccc2)n1C
→ 4	-1.2	38	-58	2	1	·	94	94	-5
COc1ccc(Cl)cc1C(=O)N1CCN=C1SC
→ 2	-0.6	4	-2	1	-6	-2	87	96	-1
COC(=O)Cc1c(O)ccn(Cc2ccc(F)cc2)c1=O
→ 1	-1.2	32	-5	1	1	-14	99	86	-3
Cc1ccc2[nH]c(=O)c(CN(C(=O)c3cccs3)c3ccccc3)cc2c1
→ 7	-1.0	24	1	5	-1	-2	89	81	0
COc1ccc2nc(N3C(=O)CC(Cc4cc(C)cc(C)c4)C3=O)sc2c1 (stereo not given)
→ -3	-2.3	3	-8	7	-27	10	95	91	2
O=C(COc1ccc(F)cc1Br)N1CCc2ccccc21
→ 9	-0.4	7	9	4	-6	26	92	87	-6
CN1C/C(=N\S(=O)(=O)c2ccccc2)N(C)C1=O
→ -3	-2.1	12	-38	-1	6	-22	84	90	-1
CCN(CC)CCNC(=O)c1ccc2c(c1)ncn2C1CCCCC1
→ 6	-1.5	6	-10	3	-6	·	93	98	·
C=CCn1c(N)c(C(=O)N2CCN(C)CC2)sc1=S
→ -4	-2.6	4	3	1	-1	7	91	89	1
O=C(O)c1cc([N+](=O)[O-])ccc1NCCO
→ -3	0.1	6	0	1	0	31	106	109	-7
O=C(Cc1ccc2c(c1)OCCO2)N1CCN(S(=O)(=O)c2ccccc2C(F)(F)F)CC1
→ -5	-0.5	0	-21	3	2	·	84	88	0
O=C(CSc1ncnc2c1cnn2Cc1ccccc1)Nc1ccc2c(c1)OCCO2
→ 7	-2.1	8	-43	2	-7	-33	68	73	-1
CCNc1nc(NCC)n2c(SCC(=O)Nc3ccccc3[N+](=O)[O-])nnc2n1
→ -11	-1.8	3	-3	0	3	·	94	96	-3
O=C(Nc1nnc(-c2ccccc2Cl)o1)c1cccnc1
→ 0	-1.1	11	-19	2	34*	-19	90	88	-1
O=C(COC(=O)/C=C/c1ccccc1)NCc1ccc(Cl)cc1
→ 5	0.4	15	-5	8	-3	·	85	102	-9
N/N=c1\sc2ccccc2n1-c1ccccc1
→ -1	-2.5	3	-45	1	-11	-14	110	89	·
Cc1sc2c(c1C)c(=O)n(-c1ccccc1)c1nncn21
→ 7	-1.6	24	-37	0	-9	-11	89	92	-1
CCCCNC(=O)CSc1nc2ccccc2c(=O)n1CC1COc2ccccc2O1 (stereo not given)
→ 11	-4.6	7	-35	8	-10	-8	67	70	0
O=C(c1ccco1)N1CCN(C(=O)C2(S(=O)(=O)c3ccc(Cl)cc3)CC2)CC1
→ -2	-1.5	4	-30	1	-18	11	87	92	·
COc1ccc(OC)c(NC(=O)c2cc3ccccc3o2)c1
→ 5	-2.2	6	-15	13	-3	2	92	100	2
COc1cc(-c2cc(C(=O)OCC(=O)Nc3ccc4c(c3)OCO4)c3ccccc3n2)cc(OC)c1OC
→ 0	-1.9	5	-43	1	-3	·	81	85	-2
